MMP13 fTHP cleavage: MMP13 inhibitors among fluorescent compounds, confirmation, biochemical, possible fluorescent artifacts, delta fluorescence (AID 734); MMP13 fTHP FRET cleavage, delta fluorescence 4 h; stronger effect = higher value; inhibition, %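 (each compound tested at 4 µM nominal in triplicate)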; 5,100 tested, under 10 active;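 active = inhibition above the mean inhibition over all tested compounds plus 3 SD, cut at about 75% in these data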;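 also: 0% = DMSO only wells and 100% = 8 µM reference MMP13 inhibitor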
* hit, by the source's call.

For c1ccc(-c2nc3ccccc3o2)nc1 the results were MMP13 fTHP cleavage 5.
`O=C(c1coc(=O)c(Br)c1)N1CCOCC1` gave MMP13 fTHP cleavage 6.
`N#Cc1nc(-c2ccc(OCc3ccccc3)cc2)oc1N1CCOCC1` gave MMP13 fTHP cleavage 2.
Oc1cc(NCc2cccnc2)ccc1-c1nc2ccccc2o1 was read as MMP13 fTHP cleavage -2.
For CCCc1nc2oc3c(NCC4CCCO4)ncnc3c2c2c1COC(C)(C)C2 (stereo not given) the results were MMP13 fTHP cleavage 12.
`NC(=O)c1oc2ccc(Cl)cc2c1N` gave MMP13 fTHP cleavage 8.
Screening COc1ccc(C(=O)NCc2nnc(SC)n2C2CCCCC2)cc1 returned MMP13 fTHP cleavage -1.
COc1ccc(-c2cc3nc4n(c(=O)c3s2)CCC4)cc1 was read as MMP13 fTHP cleavage 1.
For CC(C(=O)NC1CCCC1)N(Cc1ccco1)C(=O)c1snc(C(=O)NC2CCCC2)c1N (stereo not given) the results were MMP13 fTHP cleavage 1.
CC1CCCC(C)N1Cc1cn2ccccc2n1 (stereo not given) was read as MMP13 fTHP cleavage 6.
For Cc1ccc2cc(C#N)c(NCc3ccco3)nc2c1 the results were MMP13 fTHP cleavage -1.
For CCn1nnc(NC(=O)c2cccc(-c3cc4ccccc4oc3=O)c2)n1 the results were MMP13 fTHP cleavage -1.
`COc1cc(NC(=O)Cn2nnc(-c3ccncc3)n2)cc(OC)c1` gave MMP13 fTHP cleavage 6.
O=c1cc(C(F)F)oc2c1ccc1ccccc12 was read as MMP13 fTHP cleavage -1.
Cc1ccc2nc3c(cc(C#N)c(=O)n3CC3CCCO3)c(=O)n2c1 (stereo not given) was read as MMP13 fTHP cleavage -9.
Screening COc1ccc(NC(=O)c2cc3cc(OC)ccc3oc2=N)cc1 returned MMP13 fTHP cleavage 2.
O=C(OCC(=O)N1CCN(C(=O)c2ccco2)CC1)c1cc(-c2ccccc2)nc2ccccc12 was read as MMP13 fTHP cleavage 1.
Screening CCCCC(=O)OCCNC(=O)c1cc2ccccc2oc1=O returned MMP13 fTHP cleavage 5.
For CCN1CCCC1CNC(=O)c1cc2c(-c3cccc(OC)c3)nn(C)c2s1 (stereo not given) the results were MMP13 fTHP cleavage -11.
For Cc1oc2ccccc2c1-c1cn2c(n1)SCC2 the results were MMP13 fTHP cleavage -20.
`CCCCCCc1c(O)c2ccccc2[nH]c1=O` gave MMP13 fTHP cleavage 6.
CCOC(=O)c1ccc2nc(NC(=O)c3ccco3)sc2c1 was read as MMP13 fTHP cleavage 6.
For CC1=C(C(=O)N2CCCCC2)C(c2cccs2)C2=C(CCCC2=O)N1 (stereo not given) the results were MMP13 fTHP cleavage 4.
`Nc1ccc2c(C(F)(F)F)cc(=O)oc2c1` gave MMP13 fTHP cleavage -1.
NC(=O)c1ccc(-c2ccc(Br)cc2)o1 was read as MMP13 fTHP cleavage 9.
`CCCCOc1ccc(Cl)cc1CSc1nnc(C)n1N` gave MMP13 fTHP cleavage 4.
Cc1ccc(-c2nc(CS(=O)CC(=O)NC3CCC(C)CC3)c(C)o2)cc1 (stereo not given) was read as MMP13 fTHP cleavage 4.
`C=CCn1c(=NC(=O)C2CC2)sc2cc(NC(C)=O)ccc21` gave MMP13 fTHP cleavage 0.
O=C1c2oc3ccccc3c(=O)c2C(c2ccccn2)N1Cc1ccccc1 (stereo not given) was read as MMP13 fTHP cleavage 4.
CCCCCCc1ccc(-c2ncc(N)cn2)cc1 was read as MMP13 fTHP cleavage 3.
For CCOC(=O)CSc1nc(C)c2cc(OC)ccc2n1 the results were MMP13 fTHP cleavage 3.
Screening CCN(CC)c1ccc2cc(C(=O)O)c(=O)oc2c1 returned MMP13 fTHP cleavage 6.
Screening S=c1[nH]nc(-c2ccco2)n1Cc1ccccc1 returned MMP13 fTHP cleavage 7.
`COc1ccc(C2C=C(c3cccs3)Nc3nc(CCCO)nn32)cc1` (stereo not given) gave MMP13 fTHP cleavage -9.
`COc1ccc(NC(=O)CN2CCN(S(=O)(=O)c3ccc(F)cc3)CC2)cc1Cl` gave MMP13 fTHP cleavage 3.
`O=C(OCC(=O)N1CCN(C(=O)c2ccco2)CC1)c1ccccc1OCc1ccc(Cl)cc1` gave MMP13 fTHP cleavage 6.
Screening Cc1ccc(-n2c3c(cc(C(=O)NC4CCSC4=O)c2=O)C(=O)CCC3)cc1 (stereo not given) returned MMP13 fTHP cleavage 4.
For CCn1c(SC(=O)NC2CCCCC2)nnc1-c1cccs1 the results were MMP13 fTHP cleavage 6.
Screening Cc1cc(Nc2ccc(Cl)cc2)n2nnnc2n1 returned MMP13 fTHP cleavage 3.
CCSc1nnc(-c2ccc(S(=O)(=O)N3CCOCC3)cc2)n1CC1CCCO1 (stereo not given) was read as MMP13 fTHP cleavage 7.
For Nc1ncnc2c1ncn2[C@@H]1O[C@H](CO)[C@@H](O)[C@H]1O the results were MMP13 fTHP cleavage -3.
`COc1cc(C(=O)NCCc2cn3ccccc3n2)cc(OC)c1OC` gave MMP13 fTHP cleavage 0.
COC(=O)COc1cccc(NC(=O)c2cccs2)c1 was read as MMP13 fTHP cleavage 5.
Screening CCc1cc(C(=O)Cc2cnn(-c3ccccc3)c2)c(O)cc1O returned MMP13 fTHP cleavage 11.
For COc1ccc(-c2cc(C(F)(F)F)n3ncc(C(=O)NCc4ccco4)c3n2)cc1 the results were MMP13 fTHP cleavage 0.
For Cc1[nH]n2c(=O)cc(C(C)(C)C)nc2c1-c1ccccc1 the results were MMP13 fTHP cleavage 24.
CCC(NC(=O)c1ccccc1O)c1ccccc1 (stereo not given) was read as MMP13 fTHP cleavage 8.
For CCOC(=O)N1CCN(CC(=O)Nc2c(C(=O)OC)[nH]c3ccc(Cl)cc23)CC1 the results were MMP13 fTHP cleavage 1.

The closing four entries of the section above lead into the next.
For COc1ccc(-c2cc(C(F)(F)F)n3ncc(C(=O)NCc4ccco4)c3n2)cc1 the results were MMP13 fTHP cleavage 0.
For Cc1[nH]n2c(=O)cc(C(C)(C)C)nc2c1-c1ccccc1 the results were MMP13 fTHP cleavage 24.
CCC(NC(=O)c1ccccc1O)c1ccccc1 (stereo not given) was read as MMP13 fTHP cleavage 8.
For CCOC(=O)N1CCN(CC(=O)Nc2c(C(=O)OC)[nH]c3ccc(Cl)cc23)CC1 the results were MMP13 fTHP cleavage 1.
Screening CC1(C)CC(=O)c2cc(OCC(=O)NCc3cccnc3)ccc2O1 returned MMP13 fTHP cleavage -6.
Screening Cc1ccccc1-c1nnc(-c2ccc(Br)cc2)o1 returned MMP13 fTHP cleavage 3.
O=C(Nc1ccc(S(=O)(=O)N2CCN(Cc3ccccc3)CC2)cc1)c1cnccn1 was read as MMP13 fTHP cleavage 4.
`CCn1nc(NC(=O)c2ccco2)c2cc3ccccc3nc21` gave MMP13 fTHP cleavage 7.
For O=C(c1nc2nc(-c3ccccc3)cc(C(F)(F)F)n2n1)N1CCOCC1 the results were MMP13 fTHP cleavage 7.
Screening CCc1ccccc1NC(=O)CSc1nnc([C@@H](N)Cc2ccccc2)o1 returned MMP13 fTHP cleavage 4.
`Cc1c(NC(=O)CSc2nc3ccccc3n2C)c(=O)n(-c2ccccc2)n1C` gave MMP13 fTHP cleavage 7.
For CCN1CCN(Cc2c(O)c(Cl)cc3c(C)cc(=O)oc23)CC1 the results were MMP13 fTHP cleavage -41.
COC(=O)C1CCN(Cc2cc(=O)oc3cc(OC)ccc23)CC1 was read as MMP13 fTHP cleavage 2.
`CCOC(=O)c1ccc2[nH]c(C)cc(=O)c2c1` gave MMP13 fTHP cleavage 6.
Screening CCCCS(=O)(=O)c1sc2nc3c(cc2c1N)CCCC3 returned MMP13 fTHP cleavage -3.
Screening Cc1ccc2nc3c(cc(C(=O)NCC4CCCO4)c(=N)n3CCCOC(C)C)c(=O)n2c1 (stereo not given) returned MMP13 fTHP cleavage -64.
For N#CC12C(N)=NC3(OCCO3)C1(C#N)C1=C(CCC1)NC2c1ccccc1 (stereo not given) the results were MMP13 fTHP cleavage 7.
CCOC(=O)CC1(C)NC(=O)c2c(C)sc(C(=O)OCC)c2N1 (stereo not given) was read as MMP13 fTHP cleavage 6.
Screening COc1ccc2oc(=O)c(C(=O)N3CCN(c4ccc(F)cc4)CC3)cc2c1 returned MMP13 fTHP cleavage 3.
`CN(C)CCN(Cc1ccccc1)c1ccnc(N(C)C)c1C#N` gave MMP13 fTHP cleavage 3.
For COc1ccc(-c2cn3cccnc3n2)cc1NC(=O)CC(C)C the results were MMP13 fTHP cleavage 3.
`CNC(=O)c1ccc(-c2sc3nc(N4CCOCC4)c4c(c3c2N)CCCC4)o1` gave MMP13 fTHP cleavage 25.
`COC(=O)c1ccc(OCC(=O)Nc2nn(-c3ccccc3)nc2C(N)=O)cc1` gave MMP13 fTHP cleavage 2.
Screening O=S(=O)(Nc1ccccn1)c1ccc(Oc2ccccc2)cc1 returned MMP13 fTHP cleavage 6.
`CCN1C=C(C(=O)OC)C(c2cccc(C)c2)C(C(=O)OC)=C1` gave MMP13 fTHP cleavage -10.
For Cc1ccc2c(c1)c1ncnc(N3CCc4ccccc4C3)c1n2C the results were MMP13 fTHP cleavage 5.
`CC(=O)N1C(=O)c2cccc3cccc(c23)C(=O)N1C(C)=O` gave MMP13 fTHP cleavage 7.
`c1ccc(-c2cn3cccnc3n2)cc1` gave MMP13 fTHP cleavage -29.
For Cc1c(C)c2cc(Cl)c(O)c(CN3CCCCC3)c2oc1=O the results were MMP13 fTHP cleavage -33.
`CC(=O)Nc1ccc(S(=O)(=O)NCCC(=O)OCCN2C(=O)c3ccccc3C2=O)cc1` gave MMP13 fTHP cleavage 7.
CCOc1ccc(C(=O)Nc2ccc(NC(=O)c3ccco3)c(Cl)c2)cc1Br was read as MMP13 fTHP cleavage 5.
CCc1nc(-c2cc3ccc(C)cc3[nH]c2=O)no1 was read as MMP13 fTHP cleavage 2.
Screening CCCS(=O)(=O)Nc1c(C(=O)O)[nH]c2ccccc12 returned MMP13 fTHP cleavage -2.
Screening CC(=O)c1cc2c(=O)c3cc(C)ccc3oc2nc1C returned MMP13 fTHP cleavage 4.
For CCN1CCCC1Cn1cnc2c([nH]c3ccc(Cl)cc32)c1=O (stereo not given) the results were MMP13 fTHP cleavage 6.
`Cc1cc(=O)oc2cc(NC(=O)CCCC(=O)O)ccc12` gave MMP13 fTHP cleavage -25.
`COc1ccc(/C(O)=C2\C(=O)C(=O)N(Cc3ccco3)C2c2cc(OC)ccc2OC)cc1` (stereo not given) gave MMP13 fTHP cleavage 5.
CN(C(=O)C1CCCO1)c1nnc(-c2ccncc2)s1 (stereo not given) was read as MMP13 fTHP cleavage -44.
Screening COc1ccc(Cn2nnnc2C(c2cc3cc(C)cc(C)c3[nH]c2=O)N2CCOCC2)cc1 (stereo not given) returned MMP13 fTHP cleavage 5.
CCOc1ccccc1NC(=O)CCC(=O)Nc1ccc2nc(N3CCN(C)CC3)cc(C)c2c1 was read as MMP13 fTHP cleavage -2.
`Cc1ccc2cc(CN(Cc3ccco3)C(=O)c3cccs3)c(=O)[nH]c2c1` gave MMP13 fTHP cleavage 4.
Screening CC(NC(=O)OC(C)(C)C)C(=O)Oc1ccc2ccc(=O)oc2c1 (stereo not given) returned MMP13 fTHP cleavage -310.
For CCn1c(C)c(CCC(=O)O)c(=O)n2nc(-c3ccccc3OC)cc12 the results were MMP13 fTHP cleavage -1.
`Cc1cccn2c(=O)c3cc(C(N)=S)c(=N)n(CCCOC(C)C)c3nc12` gave MMP13 fTHP cleavage -89.
Screening CC(C)Cn1c(N)c(C(=O)NCC2CCCO2)c2nc3ccccc3nc21 (stereo not given) returned MMP13 fTHP cleavage 3.
For Cc1cccc(N2CCN(c3cc(C)nc4nnnn34)CC2C)c1 (stereo not given) the results were MMP13 fTHP cleavage 2.
For CC(=O)N1CCN(c2nc(CC(C)C)c3c(c2C#N)CCC3)CC1 the results were MMP13 fTHP cleavage -5.
CN1C(=O)c2ccc(NC(=O)c3c(F)c(F)c(F)c(F)c3F)cc2C1=O was read as MMP13 fTHP cleavage 5.
CCOC(=O)C1=CN(C)C=C(C(=O)OCC)C1c1ccsc1 was read as MMP13 fTHP cleavage -14.
Screening CCC1CCCN1Cn1cnc2c([nH]c3ccccc32)c1=O (stereo not given) returned MMP13 fTHP cleavage 8.
`Cc1cccc(-n2c(O)c(C=Nc3ccccc3N)c(=O)[nH]c2=O)c1` gave MMP13 fTHP cleavage 2.
`Nc1c(S(=O)(=O)c2ccccc2)c2nc3ccccc3nc2n1/N=C/c1ccco1` gave MMP13 fTHP cleavage 1.

Sorted by formula weight (smallest number first): part of the list above.
CCOC(=O)C1=CN(C)C=C(C(=O)OCC)C1c1ccsc1 was read as MMP13 fTHP cleavage -14.
`Cc1cccc(-n2c(O)c(C=Nc3ccccc3N)c(=O)[nH]c2=O)c1` gave MMP13 fTHP cleavage 2.
`Nc1c(S(=O)(=O)c2ccccc2)c2nc3ccccc3nc2n1/N=C/c1ccco1` gave MMP13 fTHP cleavage 1.

The listing continues.
CCOC(=O)c1c(C)[nH]c(C(=O)CSc2ccccc2)c1C was read as MMP13 fTHP cleavage 5.
For Cc1ccc(-c2nsc3c(N4CCC(C(N)=O)CC4)ncnc23)cc1 the results were MMP13 fTHP cleavage 6.
Screening CCCCc1nc(NCCNC(=O)c2ccco2)c(C#N)c2c1CSC(C)(C)C2 returned MMP13 fTHP cleavage 3.
`CC(C)CC(=O)Nc1cccc(-c2nc3ccccc3o2)c1` gave MMP13 fTHP cleavage 7.
CC(C)CC(=O)Nc1ccc2oc(-c3ccncc3)nc2c1 was read as MMP13 fTHP cleavage 0.
For Cc1csc(NC(=O)c2ccco2)n1 the results were MMP13 fTHP cleavage 8.
`COc1ccc2cc(C(=O)NCc3ccco3)c(=O)oc2c1` gave MMP13 fTHP cleavage 3.
`CCN1CCN(C(c2cc3cccc(C)c3[nH]c2=O)c2nnnn2Cc2ccccc2)CC1` (stereo not given) gave MMP13 fTHP cleavage 5.
`CC(Oc1ccc(Cl)cc1Cl)C(=O)Nc1ccc2oc(-c3ccncc3)nc2c1` (stereo not given) gave MMP13 fTHP cleavage -14.

Of the compounds above, two have a tert-butyl group:
For Cc1[nH]n2c(=O)cc(C(C)(C)C)nc2c1-c1ccccc1 the results were MMP13 fTHP cleavage 24.
Screening CC(NC(=O)OC(C)(C)C)C(=O)Oc1ccc2ccc(=O)oc2c1 (stereo not given) returned MMP13 fTHP cleavage -310.

High-throughput results from PubChem BioAssay.

These rows are one share of the data; the hit share may differ from the screen's.
